Lipid storage S3 – qHTS Assay for Lipid Storage Modulators in Drosophila S3 Cells; Drosophila S3 cells, BODIPY lipid droplet fluorescence, 18-24 h; cells fed with added oleic acid; Potency in µM for hits, for the others lipid storage change, negative = inhibition, % at the top dose, mostly 46.1 µM; 0.64% of 320,000 active; active = well fitted inhibition curve with a large enough effect in the signal ratio, with a control signal flat, not every such curve was filed as active; inconclusive = small, poorly fitted or top-dose-only effect, or effect the other way, or a change in a side signal; the % refers to the signal ratio
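Laser-scanning cytometry quantifies lipid droplet accumulation (500–530 nm total intensity; droplet/cell object ratio) in oleic acid-fed (400 uM added) Drosophila S3 cells treated with a concentration series. 20 uM Triacsin C defined 100% inhibition.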
Lipid storage S3 cell count max – recorded beside Lipid storage S3, whose call it bears; cell number change, %; measured here: cell count max response;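 cells counted by Cell Tracker Red CMTPX staining in the red channel; peak over a dose series mostly up to 46.1 µM; percent activity relative to internal control wells on each plate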
Active calls of the source: *; i = inactive; ? = inconclusive; / = no result given. % is set by controls: 0 for no effect and ±100 for the full control effect; potency is the fitted concentration of half-maximal effect. This is a subset, so the mix of outcomes need not match the whole.

Lipid storage S3	Lipid storage S3 cell count max	SMILES
?	/	CCCCc1nnc(NC(=O)C(C)Sc2nc(N)cc(=O)[nH]2)s1 (stereo unspecified)
?	/	CCCCN(C(=O)CSc1ncn[nH]1)c1c(N)n(Cc2ccccc2)c(=O)[nH]c1=O
?	/	CCN(CC)S(=O)(=O)c1ccc(Cl)c(C(=O)NCC2CCCO2)c1 (stereo unspecified)
1%	-8	CCC(Sc1ccccn1)C(=O)Nc1cccc([N+](=O)[O-])c1 (stereo unspecified)
18%	-9	COc1ccc(N2CSC3=C(C#N)C(c4cccs4)CC(=O)N3C2)cc1 (stereo unspecified)
?	/	Cc1ccc2[nH]c(O)c(N=NC(=O)C(C)n3cnc4ccccc4c3=O)c2c1 (stereo unspecified)
-5%	17	O=C(NCCCCCc1nc2ccccc2[nH]1)c1ccccc1Cl
-7%	-12	O=C(Nc1ccc(F)cc1)C1COc2ccccc2O1 (stereo unspecified)
?	/	Cc1cc(C)c(S(=O)(=O)Nc2ccc(C(N)=O)cc2)c(C)c1
?	/	Cc1csc(SCC(=O)Nc2cccc(C)c2C)n1
-6%	-20	COCCN(C(=O)CSc1nnc(-c2cccc(F)c2)n1N)c1c(N)n(CC(C)C)c(=O)[nH]c1=O
?	/	CCn1c(=O)cc(OCC(=O)N2CCN(c3cccc(C(F)(F)F)c3)CC2)c2ccccc21
-16%	-9	CCCCN(CC)Cc1ccc(CNC(=O)Nc2ccc(OC)cc2OC)o1
22%	16	CCCCCOC(=O)c1ccccc1C(=O)O
?	/	CSc1ccc(C(=O)N2CCC(CCC(=O)NC3CC3)CC2)cc1
-18%	6	O=C(O)c1csc(-n2nc(-c3ccccc3)cc2C(F)(F)F)n1
-29%	-10	COc1ccc(/C=C/C(=O)Nc2ccccc2C)cc1S(=O)(=O)N1CCOCC1
i	-15	Cc1ccc(N2CC(C(=O)N3CCC(C(=O)NCCCOC(C)C)CC3)CC2=O)cc1 (stereo unspecified)
?	/	O=C(Nc1ccc(-n2cc(Br)cn2)cc1)c1ccncc1
?	/	CCC(=O)Nc1ccc(N2CCN(C(=O)c3cccs3)CC2)cc1
?	/	CC12CCC(C(N)=O)(C1Br)C2(C)C (stereo unspecified)
13%	39	N#CCc1ccc(NC(=O)c2cc(S(=O)(=O)N3CCOCC3)ccc2Cl)cc1
i	/	NCC(O)CN1CCN(Cc2ccccc2)CC1 (stereo unspecified)
?	/	CCCN(CCO)Cc1ccc2ccccc2c1
?	/	CCOc1ccc(N(C(C)C(=O)N2CCOCC2)S(C)(=O)=O)cc1 (stereo unspecified)

Entries of single compounds, quoted from the list:
Cc1csc(SCC(=O)Nc2cccc(C)c2C)n1 reads Lipid storage S3 = ?; Lipid storage S3 cell count max = /
CSc1ccc(C(=O)N2CCC(CCC(=O)NC3CC3)CC2)cc1 reads Lipid storage S3 = ?; Lipid storage S3 cell count max = /

Remaining list, next part
Lipid storage S3	Lipid storage S3 cell count max	SMILES
?	/	O=C(COC(=O)Cn1cnc2ccccc2c1=O)Nc1cc(Cl)ccc1[N+](=O)[O-]
-5%	2	CC(C)c1ccc(/C=C/C(=O)NCCC2=CCCCC2)cc1
?	/	COc1ccc(CN2CCNC(=O)C2CC(=O)N(C)Cc2nc(C)cs2)c(OC)c1 (stereo unspecified)
6%	21	CSc1ccc(C(=O)C2CCCN(Cc3cccc4nccnc34)C2)cc1 (stereo unspecified)
11%	-12	Fc1ccc(NC(=S)NC2CCCCC2)c(F)c1F
?	/	COc1ccc2ccn(C)c2c1
16%	/	COc1ccc(NC(=O)CCCn2nc(C)c3c(C)n(-c4ccccc4)nc3c2=O)cc1OC
4%	-2	O=S(=O)(NC1CCN(Cc2ccccc2)CC1)c1ccc2ccccc2c1
?	/	CC(=O)/C=C(\C)NCCNc1c(F)c(F)c(CO)c(F)c1F
?	/	CCN(CC(=O)NCc1ccc(Cl)cc1)C(=O)c1ccc2cc(OC)ccc2c1
?	/	CCN(CC)S(=O)(=O)c1cccc(NC(=O)COC(=O)CCC(=O)c2ccc(F)cc2)c1
?	/	C=C1CCC2[C@](C)(CO[C@@H]3O[C@H](CO)[C@@H](O)[C@H](O)[C@H]3O)CCC[C@@]2(C)[C@@H]1CCC1=CCOC1=O (stereo partly specified)
?	/	O=C(Nc1nncs1)c1ccc(F)c(S(=O)(=O)N2CCCCC2)c1
?	/	NC(=O)C1CCN(C2=C(NS(=O)(=O)c3ccc(Cl)cc3)C(=O)c3ccccc3C2=O)CC1
1%	10	CCc1cc2c(=O)c(-c3nc4ccccc4n3C)c(C)oc2c(CN2CCN(C)CC2)c1O
19%	14	Cc1ccc(S(=O)(=O)N[C@@H](CC(C)C)C(=O)NCc2ccco2)cc1
?	/	O=C(NCCc1ccccc1)C1CCCN(c2nc3ccccc3s2)C1 (stereo unspecified)
i	-11	NC(=O)c1cc(S(=O)(=O)N2CCN(c3ccc([N+](=O)[O-])cc3)CC2)cs1
-23%	/	CSC(=NC1CCCCC1)NS(=O)(=O)c1ccccc1
-8%	-1	N#CCC(=O)NNc1c([N+](=O)[O-])cc(C(F)(F)F)cc1[N+](=O)[O-]
?	/	CC(=O)Nc1ccc(NC(=O)c2cc(S(=O)(=O)N3CCCCC3)ccc2C)cc1
?	/	S=C1NC(c2ccccc2)=CC(c2ccccc2)N1 (stereo unspecified)
?	/	O=C(CSc1nnc(CN2CCOCC2)n1-c1ccc(Cl)cc1)Nc1cc(Cl)ccc1O
?	/	Cc1ccc2oc(C(=O)Nc3nnc(C)s3)c(C)c2c1
-5%	18	Cc1cc(NC(=O)CSc2nnc(-c3ccc(O)cc3)o2)no1

Next records.
Lipid storage S3	Lipid storage S3 cell count max	SMILES
i	-4	CCOC(=O)N1CCC(N2Cc3cccc(C(=O)Nc4ccccc4OC)c3C2=O)CC1
?	/	Cc1ccc(C)c(NC(=O)C2CC(Cl)=CCC2C(=O)O)c1 (stereo unspecified)
?	/	O=C(N/N=C/c1cccc([N+](=O)[O-])c1)c1cc2ccccc2o1
-2%	10	COc1cc(-c2cc(C(=O)Nc3ccc(O)cc3)c3ccccc3n2)cc(OC)c1OC
i	/	CC(=O)c1cnc2cc(-c3ccc(C)cc3)nn2c1C
?	/	N#CC1=C2SCC(O)(c3ccccc3)N2C(=O)CC1c1cccs1 (stereo unspecified)
?	/	COCCSc1nnc(NC(=O)COc2ccc3c(c2)OCO3)s1
?	/	CCN1CCN(c2ccc(S(=O)(=O)N3CCCCC3)cc2NC(=O)/C=C/c2ccc(OC)c(OC)c2)CC1
17%	6	CCCCn1c(NCc2ccccn2)nc2ccccc21
i	17	Cc1ccc(NC(=O)C2CC(=O)OC23CCOC(C)(C)C3)cc1 (stereo unspecified)
?	/	O=C(Nc1cccnc1)C1(c2ccccc2)CCCC1
8%	3	COc1ccccc1/C=C/C1NC(=O)NC(C)=C1C(=O)OC(C)C (stereo unspecified)
9%	0	CCSc1nc2ccc(C)cc2cc1C#N
i	-6	COc1cccc(CN(C)C(=O)c2sccc2-c2ccccc2)c1OC
9%	-8	COc1ccc(-c2[nH]c(-c3ccc(C(=O)O)cc3)nc2-c2ccccc2)cc1
i	-21	Cc1ccc(CNc2ccc3c(c2)nc(C)n3C)cc1
?	/	O=C(Nc1c2c(nn1-c1ccc([N+](=O)[O-])cc1)CS(=O)(=O)C2)C1CC1
?	/	Cc1cc(/C=N/NC(=O)c2c(Br)cnn2C)c(C)n1-c1cccc(Br)c1
0%	-1	O=c1[nH]c(=O)c2nc3ccccc3nc2[nH]1
17%	1	C=CCN1CCN(C(c2ccccc2)c2nnnn2CCC(C)C)CC1 (stereo unspecified)
17%	18	Cc1cccc(NC(=O)CN2C(=O)N/C(=C/c3cc(C)n(-c4ccncc4)c3C)C2=O)c1
?	/	CC(C)n1nc(C(=O)N2CCN(S(=O)(=O)c3cccs3)CC2)c2ccccc2c1=O
?	/	Cc1cc(C(=O)CN2C(=O)NC(c3ccccc3)(c3ccccc3)C2=O)c(C)n1Cc1ccco1
12%	/	Cc1ccc(-c2nc3ncccc3o2)cc1NC(=O)c1cccs1
i	6	COC(=O)c1ccccc1OC(=O)c1cc2ccccc2oc1=O

(further entries)
Lipid storage S3	Lipid storage S3 cell count max	SMILES
?	/	CCOC(=O)C1CCN(C(=O)c2cc(COc3ccc(F)cc3F)on2)CC1
?	/	CC1CCN(S(=O)(=O)c2ccc3c(ccn3CC(=O)O)c2)CC1
4.6µM*	-7.3*	COc1ccc(OC)c(NC(=O)COC(=O)c2c(C)noc2C)c1
-4%	-17	O=C(NCCCNc1ccc([N+](=O)[O-])cc1Cl)c1ccccc1F
?	/	O=c1c2ccccc2ncn1Cc1ccccc1
12%	2	CCNC(=S)SCCOc1ccc(C)cc1
?	/	COc1ccc(C)cc1S(=O)(=O)N1CCN(S(=O)(=O)c2cc(C)ccc2OC)C(C)C1 (stereo unspecified)
?	/	Cc1nc(SCC#N)c2c3c(sc2n1)CCC3
?	/	CCOC(=O)C1=C(CSc2nc(-c3ccncc3)ccc2C#N)OC(N)=C(C#N)C1c1ccc(OC)cc1 (stereo unspecified)
i	12	COc1ccc(NC(=O)CSc2[nH]c(=O)cc(C)c2C#N)cc1OC
6%	4	O=C(NCCc1ccccc1)C(=O)NCC1OCCCN1S(=O)(=O)c1cc(F)ccc1F (stereo unspecified)
?	/	O=C(NCc1ccccc1)c1onc(CSc2ccc(Cl)cc2)c1C(=O)NCC1CC1
?	/	O=C(O)CCN=Cc1c(O)c2ccccc2oc1=O
?	/	CC(C)Sc1nc(N2CCCC2)c2c(c1C#N)CC(C)(C)OC2
12%	7	Nc1ccccc1SC/C=C/CSc1ccccc1N
?	/	O=C(Nc1ccc(Cl)c(Cl)c1)N1CC=CCC1
?	/	Cc1cc(C)cc(NC(=O)C2CCCN(c3nccc(C)n3)C2)c1 (stereo unspecified)
8%	16	Cc1ccccc1N1CCN(C(=O)c2ccccc2NC(=O)/C=C\C(=O)O)CC1
?	/	CC(C)(C)c1nc(NCCO)c2nnn(Cc3ccccc3)c2n1
?	/	COc1ccccc1C(CNC(=O)CNC(=O)c1ccccc1Cl)N1CCCC1 (stereo unspecified)
?	/	CCCCCn1c(=O)c(C(=O)OCC)c(Cl)c2ccccc21
?	/	CCc1n[nH]c2c1/C(=N\O)CC(C)(C)C2
?	/	CCOC(=O)C1=C(C)N(C)C(=O)NC1c1c(OC)ccc2ccccc12 (stereo unspecified)
i	/	Cc1ccc(C)c(NC(=O)CCC(=O)N/N=C/c2ccc[nH]2)c1
?	/	COc1ccc(CN(CC(=O)NCC2CCCO2)C(=O)CNS(=O)(=O)c2ccccc2)cc1 (stereo unspecified)

Three compounds from above, sorted by formula weight, rising.
Lipid storage S3	Lipid storage S3 cell count max	SMILES
?	/	O=C(O)CCN=Cc1c(O)c2ccccc2oc1=O
?	/	CC(C)(C)c1nc(NCCO)c2nnn(Cc3ccccc3)c2n1
?	/	COc1ccc(CN(CC(=O)NCC2CCCO2)C(=O)CNS(=O)(=O)c2ccccc2)cc1 (stereo unspecified)

New compounds follow
Lipid storage S3	Lipid storage S3 cell count max	SMILES
?	/	O=C(CN1CCCCC1)Nc1nc(-c2ccc(F)c(F)c2)cs1
-7%	/	Cc1ccc(N(CC(=O)NCc2ccc3c(c2)OCO3)S(=O)(=O)c2c(C)noc2C)cc1
-5%	-1	Cc1cccc(-n2c(-c3ccncc3)n[nH]c2=S)c1C
8%	5	CC(=O)NC(=S)Nc1ccc(NC(=O)c2cccnc2)cc1
?	/	Cc1cc(NC(=O)C2CCN(S(=O)(=O)Cc3ccccc3)CC2)ccc1-n1cnnn1
?	/	O=S(=O)(NCCc1csc(-c2cccnc2)n1)c1ccc2c(c1)OCCO2
-4%	3	CCC(=O)NCCc1nc2ccccc2n1Cc1ccccc1
?	/	CCOc1cc2oc(=O)c3c(c2cc1Cl)CCC3
?	/	Cc1cccc(C(=O)OCC(=O)Nc2c(C)nn(-c3ccccc3)c2C)c1O
?	/	COc1cc2c(cc1OC)C(c1c(Cl)cccc1Cl)NC(=O)C2 (stereo unspecified)
i	15	COc1cc(C2/C(=C(\O)c3ccc4c(c3)OCCO4)C(=O)C(=O)N2Cc2ccccc2)ccc1O (stereo unspecified)
5%	-18	CCOC(=O)C1CCN(C(=O)c2n[nH]c(=O)c3ccccc23)CC1
?	/	COc1ccc(COCCN2CCN(S(=O)(=O)c3ccc(C)cc3)CCC2=O)cc1
?	/	CC(C)(C)CC(=O)Nc1nnc(-c2cccs2)s1
i	-10	COC(=O)c1sccc1NS(=O)(=O)c1ccccc1[N+](=O)[O-]
i	7	N#CC1=C(N)OC2=C(C(=O)CCC2)C1CCc1ccccc1 (stereo unspecified)
?	/	O=C(Oc1cccnc1)c1ccco1
i	-1	Cc1c(N2C(=O)/C(=C/C3CC=CCC3)SC2=S)c(=O)n(-c2ccccc2)n1C (stereo unspecified)

Seven records drawn at random from the list so far:
Lipid storage S3	Lipid storage S3 cell count max	SMILES
?	/	NC(=O)C1CCN(C2=C(NS(=O)(=O)c3ccc(Cl)cc3)C(=O)c3ccccc3C2=O)CC1
8%	16	Cc1ccccc1N1CCN(C(=O)c2ccccc2NC(=O)/C=C\C(=O)O)CC1
i	/	NCC(O)CN1CCN(Cc2ccccc2)CC1 (stereo unspecified)
?	/	CCCN(CCO)Cc1ccc2ccccc2c1
?	/	O=C(CSc1nnc(CN2CCOCC2)n1-c1ccc(Cl)cc1)Nc1cc(Cl)ccc1O
?	/	COc1ccc2ccn(C)c2c1
?	/	Cc1cc(C(=O)CN2C(=O)NC(c3ccccc3)(c3ccccc3)C2=O)c(C)n1Cc1ccco1
